# SRC1 inh: SRC1 coactivator transcriptional activity inhibitors, primary screen, cell-based, luminescence; Nuclear receptor coactivator 1 (Homo sapiens), Q15788; inhibition, % at 3.6 µM; actives 0.12% (n = 360,000); AID 588354, 2011; HEK293 GAL4-SRC1 luciferase reporter;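 active = inhibition above the campaign mean plus 3 SD, with each screening campaign given its own cutoff, cut at about 60% in these data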;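 also: 0% = DMSO treated cells and 100% = gossypol at 36 µM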
# CF NFkB block: inhibitors of PAF-induced NF-kB signaling, primary screen, cell-based, GFP fluorescence, uHTS | inhibition, % at 5 µM | actives 0.86% (n = 360,000) | AID 588850, 2011 | KKLEB NF-kB-GFP reporter, GFP fluorescence overnight;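 active = at least 50% inhibition at 5 µM, scaled per plate between neutral and stimulator controls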;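 also: PAF is a Pseudomonas aeruginosa culture filtrate used as stimulus; plate controls were PAF-stimulated DMSO wells for no effect and unstimulated DMSO wells for full effect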
# NCOA3 inh: SRC3 coactivator transcriptional activity inhibitors, primary screen, cell-based, luminescence | HEK293 GAL4-SRC3 luciferase reporter | AID 588352, 2011 | Nuclear receptor coactivator 3 (Homo sapiens), Q9Y6Q9 | actives 0.17% (n = 360,000) | inhibition, % at 3.6 µM;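 active = inhibition above a per-campaign cutoff, the mean of all compounds plus 3 SD, cut at about 60% in these data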;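 also: 0% = DMSO-treated cells and 100% = gossypol-treated cells at 36 µM; higher means less SRC3-driven luciferase light from the GAL4 reporter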
# LMP1 NFkB inh: EBV LMP1-driven NF-kappaB luciferase reporter inhibitors, primary screen, cell-based, luminescence, single point | LMP1-induced NF-kappaB luciferase reporter cells | inhibition, % at 12.5 µM | actives 0.69% (n = 350,000); in the data active = inhibition above about 41%;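 also: 0% = neutral control wells and 100% = reference inhibitor control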
# Shn3 3UTR inh: reduction of Shn3 3'UTR firefly luciferase signal, primary screen, Schnurri-3 inhibitor project, cell-based, Clone20 osteoblasts, set 2 | actives 0.52% (n = 360,000) | Clone20 osteoblast Shn3 3'UTR firefly luciferase, 24 h | inhibition, % at 12.5 µM;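 active = mean inhibition of at least 75% with every replicate also reaching 75%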;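 also: 0% = median of neutral control wells and 100% = pilot-screen positive control compound; some compounds past the cut are filed as inactive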
# COUP-TFII inh: NR2F2 transcriptional activity inhibitors, primary screen, cell-based, luciferase reporter, HEK293T, luminescence; HEK293T NGFI-A luciferase reporter; inhibition, % at 8.6 µM; actives 0.7% (n = 370,000);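 active = inhibition above a per-plate cutoff, mean inhibition of test wells between control levels plus 3 SD, cut at about 38% in these data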;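 also: cells cotransfected with COUP-TFII expression vector driving the NGFI-A reporter; 0% = median of COUP-TF2 test wells and 100% = reporter-only cells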
# TROY NFkB inh: inhibitors of TROY-driven NF-kB signaling, primary screen, Q293 LMP1-TROYcd cells, NF-kB luciferase, uHTS. actives 0.98% (n = 360,000). AID 1347056, 2019. inhibition, % at 10 µM. Q293 LMP1-TROYcd NF-kB luciferase reporter, 4 h;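 active = compounds whose plate-normalised and pattern-corrected inhibition of the luciferase reporter signal at the single screening dose is 50% or more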
# TRAIL sens C8: viability loss with TRAIL in NB7+C8 cells, primary screen, TRAIL sensitizer project, cell-based, ATPlite luminescence; inhibition (viability loss, TRAIL sensitization), % at 10 µM; actives 1% (n = 360,000);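 active = compounds causing at least 50% loss of cell viability in the single-dose screen, relative to plate controls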
# TWEAK-Fn14 inh: inhibitors of TWEAK-Fn14 signaling, primary screen, luciferase reporter cells, uHTS | TWEAK-stimulated Fn14 reporter cells, luciferase luminescence, 8 h | inhibition, % at 10 µM | actives 2% (n = 360,000); in the data active = inhibition above about 50%
# KKLEB cytotox: cytotoxicity in KKLEB CF airway cells, primary screen, cytotoxicity control for CF NF-kB inhibitor project, cell-based, uHTS, fluorescence assay plates; KKLEB CF airway cells viability, ATPlite luminescence, overnight; active compounds read low; cells stimulated with P. aeruginosa culture filtrate; activity change (cytotoxicity), % at 5 µM; actives 0.36% (n = 360,000); AID 602141, 2011;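 active = corrected activity change at or below -50% at 5 µM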
# NR5A2 inv ag: LRH-1 (NR5A2) inverse agonists, primary screen, cell-based, luminescence, HEK293T, StAR-luciferase reporter | Nuclear receptor subfamily 5 group A member 2 (Homo sapiens), O00482 | LRH-1 transfected, 24 h | inhibition, % at 3.6 µM | actives 0.13% (n = 360,000) | AID 602396, 2012;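 active = inhibition above the mean inhibition of all tested compounds plus 3 SD, cut at about 73% in these data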;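 also: 0% = DMSO wells and 100% = reporter-only cells lacking LRH-1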
# * hit, by the source's call; · = no result given. An excerpt (hit frequency here may not be typical).
SMILES,SRC1 inh,CF NFkB block,NCOA3 inh,LMP1 NFkB inh,Shn3 3UTR inh,COUP-TFII inh,TROY NFkB inh,TRAIL sens C8,TWEAK-Fn14 inh,KKLEB cytotox,NR5A2 inv ag
O=C1CCN(S(=O)(=O)c2cc(C(F)(F)F)ccc2Cl)CC1,-13,-16,16,-1,-21,-19,9,-2,-8,-26,-7
Cc1ccc(N=C2SCCCN2C(=O)c2ccco2)cc1Cl,9,4,-2,-9,-5,3,-21,-10,-9,2,-16
CCCNC(=O)C1(C)CCN(C(=O)c2sccc2C)C1 (stereo unspecified),-5,-11,-5,·,6,-7,2,3,-15,2,30
Cc1sc2nc(SCc3nc(-c4cccs4)no3)n(-c3ccccc3)c(=O)c2c1C,7,-3,7,8,30,5,-9,-10,-14,-4,27
O=S(=O)(Cc1ccccc1)C1CCCCC1O (stereo unspecified),4,14,10,-1,-1,-3,8,-9,14,-4,9
NC(=O)CSc1nc2cc(Cl)ccc2c(=O)n1C1CCCCC1,-11,36,-7,0,26,6,12,-10,2,-24,9
CCN(CC)S(=O)(=O)c1cccc(C(=O)N[C@H](C(=O)NNC(=O)c2ccccc2)C(C)C)c1,0,-7,-8,-6,9,-1,1,-6,2,-7,4
O=C(CSc1nnc(NC(=O)c2ccccc2Cl)s1)NC1CC1,-53,-7,-68,-5,-49,-21,-24,19,8,-1,-68
COc1ccc(CCCC(=O)NCC(=O)N/N=C/c2cc(Cl)ccc2OC)cc1,-10,26,-3,3,15,-3,4,-10,9,-20,0
Cc1[nH]ncc1-c1ccccc1Cl,-2,8,22,-1,-3,21,-2,0,-1,3,4
Cc1ccc(CNC(=O)C2CCCN2C(=O)Nc2ccc(F)cc2)cc1 (stereo unspecified),-26,3,3,-1,9,-9,3,-12,-9,10,-6
O=[N+]([O-])c1ccc(Sc2nnnn2-c2ccccc2)c(Cl)c1,-1,19,7,24,-22,14,24,-17,33,-26,41
COc1ccc(-c2nn(-c3ccccc3)cc2C(=O)NC(=S)N2CCOCC2)cc1OC,-5,5,-18,-7,-14,-8,-35,18,-17,-1,0
COc1cccc(-c2ccc(NC(=O)C3CCCN(Cc4cnc(C)n4C)C3)cc2)c1 (stereo unspecified),-5,12,-11,7,2,12,16,4,11,5,-10
CCn1c(=O)c2c(nc(SCC(=O)Nc3ccccc3)n2C)n(C)c1=O,-24,-4,9,3,-22,4,-25,-13,42,15,1
O=C(O)C1CC=CCC1C(=O)Nc1cccc(Cl)c1 (stereo unspecified),16,-12,-8,-17,3,3,1,8,12,0,16
COc1cc(NC(c2ccccc2)c2ccccc2)cc(OC)c1OC,6,-9,5,11,24,-9,-2,-11,-17,8,-5
COc1ccccc1CN(C)C(=O)c1sccc1-c1ccccc1,-15,-63,5,10,10,2,-29,16,7,2,3
CCCc1cc(=O)[nH]c(SCC(=O)N(Cc2ccccc2)C(C)C)n1,-1,-10,6,-7,6,13,8,-6,8,-2,-9
CCN1CCCC1CN(Cc1cc2cc(C)ccc2[nH]c1=O)C(=O)Nc1ccccc1OC (stereo unspecified),-1,11,0,6,-2,8,-10,-10,13,-7,-3
O=C(NCc1ccc2c(c1)OCO2)Nc1ccc2ccccc2c1,-11,4,8,·,-5,-9,-8,-15,-13,1,9
COc1ccccc1NC(=O)C1CC(=O)N(c2ccc(F)cc2)C1 (stereo unspecified),5,-5,4,-3,8,2,-24,6,-1,10,12
COc1cc(C(=O)OCC(=O)Nc2cc(S(=O)(=O)N3CCOCC3)ccc2C)ccc1OCC(C)C,1,0,-3,9,3,0,-13,6,-15,-9,4
COC(=O)c1c(NC(=O)COc2ccc(Cl)cc2Cl)sc2c1CC(C)(C)NC2(C)C,-18,10,-14,-16,79,9,11,92*,-40,4,-4
Oc1ccc(Cc2ccccc2Cl)c(O)c1,12,-43,-2,9,23,-7,2,-23,12,8,0
COc1ccc(-c2nc3ccccc3nc2-c2ccccc2)cc1OC,1,17,5,-7,15,22,8,15,5,-4,10
CC(C)C[C@H]1COc2cccc(N3CCSCC3)c2S(=O)(=O)N1,·,·,·,·,·,-6,2,-6,6,·,16
Cn1cc(Cl)c(-c2n[nH]c(=S)n2C2CCCCC2)n1,-8,-6,12,-1,14,-16,-18,-6,-1,1,-7
CN1/C(=C/c2cccc[n+]2C)Sc2ccccc21,20,-100,28,14,73,53*,14,20,-3,-3,35
O=C(CN1CCCCCCC1)Nc1ccc(Cl)cc1Cl,10,5,17,-7,2,-4,-69,3,-31,9,17
OC(CNCc1ccc(F)cc1)(c1ccccc1)c1ccc(F)cc1 (stereo unspecified),-12,13,0,7,14,-30,-13,-3,5,-16,5
Cc1ccc(NC(=O)C2COc3ccccc3O2)cc1 (stereo unspecified),-116,-12,-86,-13,-90,-10,-45,-9,51*,16,-73
CC(=O)c1cccc(NC(=S)NC(=O)c2cccc(Cl)c2)c1,-60,4,-68,-20,-34,-28,-43,10,-26,2,-93
CCC(C)C(=O)OC1CCC=C2C=CC(C)C(CCC3CC(O)CC(=O)O3)C21 (stereo unspecified),4,21,-4,-5,50,4,4,-15,2,-13,-5
Cc1ccc(C(=O)n2nnc3ccccc32)cc1[N+](=O)[O-],12,-16,21,4,-2,4,-1,-4,8,7,-2
CCCNC(=O)c1ccc(-c2nn(C)c(=O)c3ccccc23)cc1,-4,-13,1,-2,-4,-29,-5,1,-13,-2,17

# Compound profiles, from the list above:
# Shown for `CN1/C(=C/c2cccc[n+]2C)Sc2ccccc21` → SRC1 inh: 20; CF NFkB block: -100; NCOA3 inh: 28; LMP1 NFkB inh: 14; Shn3 3UTR inh: 73; COUP-TFII inh: 53*; TROY NFkB inh: 14; TRAIL sens C8: 20; TWEAK-Fn14 inh: -3; KKLEB cytotox: -3; NR5A2 inv ag: 35
# Shown for `CCn1c(=O)c2c(nc(SCC(=O)Nc3ccccc3)n2C)n(C)c1=O` → SRC1 inh: -24; CF NFkB block: -4; NCOA3 inh: 9; LMP1 NFkB inh: 3; Shn3 3UTR inh: -22; COUP-TFII inh: 4; TROY NFkB inh: -25; TRAIL sens C8: -13; TWEAK-Fn14 inh: 42; KKLEB cytotox: 15; NR5A2 inv ag: 1

# Following part
SMILES,SRC1 inh,CF NFkB block,NCOA3 inh,LMP1 NFkB inh,Shn3 3UTR inh,COUP-TFII inh,TROY NFkB inh,TRAIL sens C8,TWEAK-Fn14 inh,KKLEB cytotox,NR5A2 inv ag
COc1ccc(NC(=S)N2CCOCC2)c(OC)c1,8,8,12,-18,5,-4,9,-5,7,5,-25
COc1cccc(-n2cnc3sc(-c4ccccc4)cc3c2=O)c1,-12,17,-20,-40,-40,-14,-69,12,-28,-13,-19
CCCCc1c(O)nc2sccn2c1=O,9,-1,25,-10,5,11,5,-6,-1,6,23
CCC(=O)OCC(=O)Nc1ccc2c(c1)OCO2,-21,-6,10,-7,0,-6,-26,-16,-25,18,-5
CS(=O)(=O)N(CC(=O)NCc1ccncc1)c1ccc(Cl)c(Cl)c1,-6,12,-8,-2,1,-4,4,-7,1,7,20
Cc1sc(NC(=O)CSc2nnnn2C2CCCC2)c(C#N)c1C,2,-6,13,6,5,17,-8,-9,4,-3,-6
COC(=O)c1sc(NC(=O)CC(C)C)c(C(=O)OC)c1C,-59,-8,20,6,-21,-6,6,-8,10,-8,6
COC(=O)c1cc(OC)c(OC)cc1NC(=O)c1cccc(OC)c1OC,7,10,6,15,-10,21,4,-6,0,-3,20
Cc1ccc(N(CC(=O)NCc2ccc(F)cc2)C(=O)c2csnn2)cc1C,5,7,0,-6,-3,19,7,-3,3,0,-19
O=C(CSc1nnnn1-c1ccc(O)cc1)Nc1cccc(S(=O)(=O)N2CCCC2)c1,-4,-8,8,-7,43,10,17,10,19,4,15
O=C(Nc1ncccc1Cl)C(Sc1ccccc1)c1ccccc1 (stereo unspecified),9,4,5,6,7,6,-10,-5,6,-8,12
COc1ccc(-n2nc(C(=O)NCCCN3CCOCC3)c3ccccc3c2=O)c(OC)c1,6,-2,3,3,-4,0,4,-5,-12,7,3
O=C1NN(c2ccc(F)cc2)C(=O)/C1=C/c1cccs1,6,-3,14,-8,14,-2,-24,2,-11,7,6
CC(C)[C@H](NC(=O)NCc1cccs1)C(=O)O,2,3,10,4,-10,-4,12,-15,-4,-2,-5
O=C(CNCc1ccco1)Nc1ccc(N2CCCCCC2)cc1,-13,-14,4,-1,-29,-5,7,1,-6,-2,-12

# Of the compounds above, these have an aryl thioether with sulfur outside any ring:
SMILES,SRC1 inh,CF NFkB block,NCOA3 inh,LMP1 NFkB inh,Shn3 3UTR inh,COUP-TFII inh,TROY NFkB inh,TRAIL sens C8,TWEAK-Fn14 inh,KKLEB cytotox,NR5A2 inv ag
Cc1sc2nc(SCc3nc(-c4cccs4)no3)n(-c3ccccc3)c(=O)c2c1C,7,-3,7,8,30,5,-9,-10,-14,-4,27
NC(=O)CSc1nc2cc(Cl)ccc2c(=O)n1C1CCCCC1,-11,36,-7,0,26,6,12,-10,2,-24,9
O=C(CSc1nnc(NC(=O)c2ccccc2Cl)s1)NC1CC1,-53,-7,-68,-5,-49,-21,-24,19,8,-1,-68
O=[N+]([O-])c1ccc(Sc2nnnn2-c2ccccc2)c(Cl)c1,-1,19,7,24,-22,14,24,-17,33,-26,41
CCn1c(=O)c2c(nc(SCC(=O)Nc3ccccc3)n2C)n(C)c1=O,-24,-4,9,3,-22,4,-25,-13,42,15,1
CCCc1cc(=O)[nH]c(SCC(=O)N(Cc2ccccc2)C(C)C)n1,-1,-10,6,-7,6,13,8,-6,8,-2,-9
Cc1sc(NC(=O)CSc2nnnn2C2CCCC2)c(C#N)c1C,2,-6,13,6,5,17,-8,-9,4,-3,-6
O=C(CSc1nnnn1-c1ccc(O)cc1)Nc1cccc(S(=O)(=O)N2CCCC2)c1,-4,-8,8,-7,43,10,17,10,19,4,15
O=C(Nc1ncccc1Cl)C(Sc1ccccc1)c1ccccc1 (stereo unspecified),9,4,5,6,7,6,-10,-5,6,-8,12

# Screening results (PubChem BioAssay)
